Measles CPE = protection of cells from measles virus; protection (pct of control), % at 4 µM; 140,000 compounds, 1.5% hits; Measles virus-infected cells, CPE protection, absorbance; in the data active means protection mostly above about 24%, no sharp cut-off; inactive means mostly below about 26%; further: some compounds called inactive have numbers as strong as hits
PTEN del growth = suppresses growth of cells with PTEN deletion; viability, % at 10 µM; 140,000 compounds, 1.2% hits; HCT116 PTEN-null viability, CellTiter-Glo, 60 h; hits give low values;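 active means viability at or below a set limit, 4 SD under the median of all tested compounds, cut at about 3.7% in these data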;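 further: PTEN knockout HCT116 line with beta catenin targeted HCT116 as companion control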
Phagocytosis inh = macrophage phagocytosis inhibition. J774A.1 macrophage IgG-bead phagocytosis, imaging. inhibition, % at 5 µM. 110,000 compounds, 0.07% hits;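 active means inhibition above the mean of the plate negative controls plus 5 SD, cut at about 13% in these data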;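 further: phagocytic index as fraction of beads internalized from green versus red external bead signal; plate controls were DMSO negative control for no effect and cytochalasin-D positive control for full effect; some results beyond the cut were filed as inactive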
GALR2 blocker = blocks the human galanin receptor 2 | GALR2-expressing cells, antagonist mode | inhibition, % at 4 µM | 140,000 compounds, 0.39% hits | AID 828; in the data active means inhibition above about 27%;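 further: cells stimulated with galanin 1-16 at roughly its EC80; 0% = agonist challenge control and 100% = basal control without agonist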
Target sequence (O43603 whole entry, looked up): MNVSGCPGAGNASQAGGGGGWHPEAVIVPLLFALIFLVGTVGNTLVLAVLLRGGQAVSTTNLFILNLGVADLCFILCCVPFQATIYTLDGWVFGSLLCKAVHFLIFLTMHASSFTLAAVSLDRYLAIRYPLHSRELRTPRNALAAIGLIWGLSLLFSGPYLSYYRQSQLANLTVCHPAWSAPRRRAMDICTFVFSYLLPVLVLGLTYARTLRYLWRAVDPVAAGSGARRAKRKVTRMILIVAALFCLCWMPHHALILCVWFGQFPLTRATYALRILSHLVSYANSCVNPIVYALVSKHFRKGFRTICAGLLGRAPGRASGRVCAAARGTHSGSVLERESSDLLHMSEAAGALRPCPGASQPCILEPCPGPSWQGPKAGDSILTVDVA
Yeast lifespan up = extends the lifespan of yeast | S. cerevisiae growth with nicotinamide, OD615; deaD strain in restrictive glucose medium | 130,000 compounds, 0.68% hits | inhibition of the nicotinamide effect, % at 10 µM;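 active means inhibition above a set limit, placed 3 SD over the median of all compounds, cut at about 26% in these data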;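 further: 0% = nicotinamide-treated wells and 100% = cells grown without nicotinamide; some compounds called inactive have numbers as strong as hits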
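Test system: DeaD-strain S. cerevisiae / Buffer or medium: restrictive glucose medium / Also added: nicotinamide 1.5 mM / Doses: one concentration, 10 µM, DMSO 0.25% / Schedule: 48 h at 30 °C / Signal: OD615 measurement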
HCT116 bCat-KO = beta-catenin-lacking colon tumor cell growth suppression. HCT116 beta-catenin knockout viability, CellTiter-Glo, 60 h; hits give low values. viability, % at 10 µM. 140,000 compounds, 1.5% hits;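 active means viability at or under a set limit, the compound median less 4 SD, cut at about 6% in these data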;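 further: 0% = Hyamine 1622 control at 20 µM and 100% = untreated cell control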
NPY-Y2 antag = blocks the human neuropeptide Y Y2 receptor. P49146. NPY-Y2 expressing cells, antagonist mode. inhibition, % at 2.7 µM. 140,000 compounds, 0.99% hits. AID 793; in the data active means inhibition above about 17%;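 further: 0% = vehicle with agonist challenge and 100% = reference antagonist with challenge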
Target sequence (P49146 whole entry, looked up): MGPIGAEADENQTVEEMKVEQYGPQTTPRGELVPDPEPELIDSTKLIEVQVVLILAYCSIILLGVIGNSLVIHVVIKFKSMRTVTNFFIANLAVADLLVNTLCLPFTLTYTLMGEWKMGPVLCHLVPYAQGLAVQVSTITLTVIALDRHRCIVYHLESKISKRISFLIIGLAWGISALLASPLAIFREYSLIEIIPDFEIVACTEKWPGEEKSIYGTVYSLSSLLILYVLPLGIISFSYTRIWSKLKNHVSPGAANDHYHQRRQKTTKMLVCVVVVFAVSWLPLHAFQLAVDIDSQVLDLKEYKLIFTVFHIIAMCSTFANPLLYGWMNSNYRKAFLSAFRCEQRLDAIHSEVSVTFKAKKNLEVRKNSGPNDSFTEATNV
MRP-1 activ = MRP-1 activation | H69AR cells + doxorubicin, viability rescue, CellTiter-Glo | viability increase, % at 10 µM | 140,000 compounds, 0.61% hits | AID 799;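 active means viability gain under doxorubicin at or above a set limit, the compound median plus 3 SD, cut at about 4.7% in these data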;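 further: MRP-1 overexpressing cells given doxorubicin 25 µM after compound pretreatment; 18-22 h compound pretreatment then 72 h with doxorubicin before readout; 0% = doxorubicin-only wells and 100% = vehicle-treated cells without doxorubicin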
E-sel TNF inh = blocks E-selectin expression induced by TNF alpha | HUVEC TNFa-induced E-selectin immunofluorescence, high content | inhibition, % at 2 µM | 120,000 compounds, 0.71% hits | AID 1246;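 active means inhibition above the batch mean plus 3 SD, and confirmed as a hit on visual image review, cut at about 43% in these data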;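 further: 0% = TNF-stimulated DMSO wells and 100% = unstimulated control wells; not every result past the cut was called active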
Yeast growth inh = chemicals that inhibit yeast BB579 growth in restrictive medium (lifespan-shortening candidates). inhibition, % at 10 µM. S. cerevisiae BB579 growth, OD615, 48 h. 140,000 compounds, 0.51% hits;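 active means inhibition above a set limit, 3 SD over the mean compound inhibition, cut at about 44% in these data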; further: inactives centre near -24
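Assay system – yeast BB579 (DeaD) · Dosing – single compound dose of 10 µM, 0.25% DMSO final · Detection – OD615 turbidity measurement · Buffer or medium – CSMM-D restrictive synthetic medium containing dextrose (glucose) · Benchmarks – positive control amphotericin B 10 µg/mL · Incubation – 48 h exposure, 30 °C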
Active calls of the source: *; x = no result given; & = joins results of further samples.

SMILES	Measles CPE	PTEN del growth	Phagocytosis inh	GALR2 blocker	Yeast lifespan up	HCT116 bCat-KO	NPY-Y2 antag	MRP-1 activ	E-sel TNF inh	Yeast growth inh
CN(C)S(=O)(=O)c1ccc2c(c1)C(CC(=O)O)NC2=O (centres undefined)	17.6	111.2	-0.5	4.7	-8.2	97.5	0.7	-0.3	-6.1	-40.2
Cc1cc(C)cc(-n2c(SCC(=O)NCc3ccco3)nc3ccccc3c2=O)c1	2.7	99.3&89.9	-0.4	-4.2	56.4*	92.1	7.1	-1.1	6.6	-41.2
COc1ccc(-c2nnc(Sc3nc4ccccc4o3)c3ccccc23)cc1	16.9	18.3	x	2.7	-3.4	31.6	7.2	-4.2	-22.6	-30.4
CCc1cccc(NC(=O)CSc2nc3c(c(=O)[nH]2)CCCC3)c1	5.8	101.3	-4.1	5.0	5.8	93.2	8.0	-2.4	14.7	-40.9
O=C(c1cn(-c2ccccc2)nc1-c1ccccc1)N1CCOCC1	8.9	105.3	-0.3	11.0	x	97.3	-1.1	0.2	-16.1	-42.9
Cc1noc(C)c1S(=O)(=O)N1CCCC(C(=O)NCCC2=CCCCC2)C1 (centres undefined)	1.2	74.3	0.1	4.3	-4.2	69.0	1.8	-3.7	20.9	-23.1
C[C@H](CO)NC(=O)[C@@H]1C[C@H]1[C@@H](NP(=O)(c1ccccc1)c1ccccc1)c1ccccc1	9.6	93.0	x	-3.9	10.5	87.9	2.5	0.0	-9.0	-32.1
COc1ccc2sc(C)nc2c1NC(C)=O	7.7	91.9	-1.6	-1.4	-2.5	95.8	-0.9	-1.1	-17.6	15.5
COCCN1Cc2cccc(C(=O)Nc3c(C)cc(C)cc3C)c2C1=O	9.1	85.5	-0.7	-4.0	-15.5	92.1	-0.1	-0.9	-15.9	-15.2
CC(=O)/C(C[N+]1(C)CCCCC1)=N\O	1.0	99.1	x	4.6	-4.0	93.7	2.4	-1.7	-19.0	16.6
O=C(Nc1ccccc1)N(C1=NCCCCS1)c1ccccc1	6.9	90.2	-0.4	1.5	-2.8	96.9	1.0	-0.4	4.2	-31.7
N#C/C(=C/c1ccc(Br)s1)C(=O)NCCc1c[nH]c2ccccc12	16.9	85.3	x	25.7	0.7	76.3	7.6	-3.8	13.2	-50.3
CCOc1cc(/C=N/NC(=O)Cn2nc([N+](=O)[O-])cc2C)ccc1OCc1ccc(F)cc1	4.3	79.5	x	4.8	-7.2	103.8	-0.5	-5.9	-5.0	-38.6
Cc1ccc(-c2n[nH]c(=O)c3ccccc23)cc1S(=O)(=O)N(C)CCO	2.9	96.8	-0.4	-2.2	-17.0	96.1	3.9	-2.6	22.3	-19.0
COc1ccc2c(c1)N(C(=O)CSc1n[nH]c(C)n1)C(C)(C)C=C2C	1.4	99.8	3.3	11.7	-5.7	90.4	2.3	-2.2	-13.7	-14.9
CCC(C)(NC(=O)c1cccc(N2C(=O)CSC2c2ccccc2)c1)C(=O)Nc1ccccc1C (centres undefined)	6.2	80.5	1.5	-3.6	-10.0	85.6	3.9	-4.1	-17.7	-26.8
COc1ccc(N2CSC3=C(C#N)C(c4ccc(OC)c(OC)c4)CC(=O)N3C2)c(OC)c1 (centres undefined)	1.9	72.2	x	-0.9	-5.3	72.1	1.4	-3.1	-3.0	-3.9
C=CCNC(=O)C1CC(c2cccc(OC)c2)=NO1 (centres undefined)	17.6	61.2	-2.8	0.2	-8.9	64.6	0.8	-3.5	-27.7	-10.2
COc1cc(NC(=O)CSc2c3c(nc4ccccc24)CCC3)cc(OC)c1OC	22.2	70.7	-2.0	16.8	-5.0	71.9	2.2	-5.1	x	0.6
O=C(c1cccnc1)N1CCC(c2nc3ccccc3[nH]2)CC1	3.7	99.2	-0.4	9.2	13.6	93.3	1.2	-1.2	-3.8	-73.0
Cn1c(=O)n(C)c2cc(S(=O)(=O)Nc3ccccc3O)ccc21	4.0	64.3	0.1	1.5	-7.7	82.8	-1.9	-3.3	-1.9	-17.1
COc1ccccc1NC(=O)C(C)NS(=O)(=O)c1ccccc1 (centres undefined)	13.8	98.9	x	-7.7	-11.0	95.6	1.7	-0.2	0.6	-21.6
CCc1cccc(NC(=O)Nc2cccs2)c1	6.7	76.7	-0.2	14.3	-12.3	70.7	2.6	-0.7	x	5.8
CCn1c(SCC(=O)Nc2cc(F)ccc2C)nnc1-c1ccccc1O	21.9	87.3	0.8	-11.6	-19.9	94.8	0.1	0.3	-32.5	-47.9
CC(C)(C)NC(=O)COC(=O)/C=C/c1ccc(F)cc1	17.9	91.4	-6.3	-0.2	0.8	105.1	1.6	1.5	2.1	-20.8

(further entries)
SMILES	Measles CPE	PTEN del growth	Phagocytosis inh	GALR2 blocker	Yeast lifespan up	HCT116 bCat-KO	NPY-Y2 antag	MRP-1 activ	E-sel TNF inh	Yeast growth inh
COc1cc(OC)cc(C(=O)N2CCC(N3CCN(c4ccccc4OC)CC3)CC2)c1	3.5	86.1	4.8	-3.5	3.1	83.7	4.7	-1.4	-2.8	-14.2
COc1cccc(NC(=O)CSc2nc3n[nH]c(C)c3c(=N)n2-c2cccc(OC)c2)c1	2.6	49.2	x	0.0	-24.0	63.0	1.6	-3.7	-3.0	-1.6
CCCN1C(=O)S/C(=C\c2ccc(N3CCOCC3)cc2C)C1=O	27.6	106.3	0.3	-9.3	-10.5	100.3	0.9	0.6	x	-6.5
COc1ccc(CNc2ccc(-c3ccc(OC)cc3)nn2)cc1	6.8	86.8	-0.2	-0.7	-15.6	91.3	5.0	-0.5	x	-39.9
COc1cccc(CNC(=O)CCNS(=O)(=O)c2cccs2)c1	5.7	87.5	0.1	1.3	-22.2	102.2	2.5	-2.9	x	3.7
CCOC(=O)C1=C(C)N=C2SC(C)C(=O)N2C1c1ccc(OC(C)=O)c(OC)c1 (centres undefined)	4.5	94.3	x	-5.6	-6.1	99.4	-0.8	1.1	7.2	-48.6
CN(C)c1ccc(/C=N/n2c(COc3ccccc3)n[nH]c2=S)cc1	5.2	87.9	-1.3	-2.5	-1.9	94.8	5.0	-3.2	x	4.8
CN(C)S(=O)(=O)Oc1cccc(C(=O)Nc2ccc(Cl)c(Cl)c2)c1	3.7	20.4	1.1	11.4	-16.7	17.4	2.6	0.1	-58.5	-21.9
CCN1C(=O)/C(=C/c2nc3ccccc3c(=O)n2-c2ccccc2)c2ccccc21	10.1	31.4	-0.6	8.1	-13.2	41.7	1.3	-7.7	-45.8	-32.1
CCC(CC)c1nnc(NC(=O)c2cccc(S(=O)(=O)N3CCc4ccccc43)c2)s1	4.7	80.3	x	-4.3	-12.2	78.9	-3.8	-2.8	-2.5	-18.0
Cc1ccc(C)c(Oc2ncnc(N)c2[N+](=O)[O-])c1	7.3	97.9	7.9	6.3	0.1	93.7	3.6	-3.0	-6.2	-17.4
CC(NC(=O)Cn1ccsc1=N)C12CC3CC(CC(C3)C1)C2 (centres undefined)	22.1	72.4	-0.6	12.2	-0.9	72.2	6.2	-1.0	-21.6	-22.9
O=C(c1cccs1)N(Cc1nc2sc3c(c2c(=O)[nH]1)CCCC3)C1CCCC1	29.0	79.0	-0.4	-5.3	8.5	70.0	3.3	-2.0	-20.5	-15.7
CN(C(=O)C(Cl)Cl)c1ccc(OC(=O)c2ccco2)cc1	21.4	86.0	x	0.1	1.3	97.4	2.4	-2.1	x	-19.8
O=c1/c(=C/c2cccc3ccccc23)sc2ncnn12	26.8	104.3	-0.6	1.6	29.0*	89.8	4.9	-0.1	10.0	-20.2
COc1cc(C(=O)NCc2ccc(C)cc2)ccc1OCc1c(C)noc1C	58.1	89.1	-0.9	14.6	-7.7	86.2	1.8	-1.5	-0.6	-16.7
CCC(C)(C(=O)NC1CCCC1)N(C(=O)c1cnccn1)c1c(C)n(C)n(-c2ccccc2)c1=O (centres undefined)	11.3	98.3	0.1	5.6	-17.3	83.4	0.6	-0.3	22.6	-5.1
CCn1c(SCC(=O)Nc2cccc(NC(C)=O)c2)nnc1C(C)C	13.1	92.9	0.7	8.4	4.9	92.4	-1.1	-0.6	1.2	-9.8
Cc1ccc(-c2csc(NC(=O)c3cccc([N+](=O)[O-])c3)n2)cc1	14.4	41.9	x	-1.2	-14.3	92.3	1.7	-3.2	20.6	-58.3
Cc1ccc(C(=O)c2c[nH]c(C(=O)NCc3cccnc3)c2)cc1	27.8*	91.3	2.8	4.9	-0.1	85.5	-0.1	-4.5	x	17.6
O=C(c1ccco1)N1CCN(C(c2ccccc2F)c2nnnn2Cc2cccs2)CC1 (centres undefined)	4.3	80.5	-2.1	-13.0	3.0	81.0	-0.4	-1.2	-17.9	-34.8
Cc1ccc(NC(=S)N2CCC(c3nc4ccccc4s3)CC2)cc1	1.5	84.9	-0.9	-7.4	-9.6	91.5	5.1	-1.4	x	-42.6
Cc1cc(C(=O)CSc2nc3ccccc3c(=O)[nH]2)c(C)n1C	22.6	91.8	-1.5	4.8	-15.2	88.9	-0.1	-0.8	x	-18.2
CCNC(=O)CCCOc1ccc(Cl)cc1Cl	8.7	101.6	-0.6	5.1	-4.9	110.7	1.3	0.2	-22.5	-32.5
Cc1cccc(C(=O)Nc2ccc(C(=O)/C=C/c3cccnc3)cc2)c1	8.3	1.6*	-0.2	31.1*	-4.5	1.4*	-0.3	-3.8	x	-50.8

Shown as a hit in Measles CPE, of those listed so far:
SMILES	Measles CPE	Phagocytosis inh	GALR2 blocker	Yeast lifespan up	NPY-Y2 antag	E-sel TNF inh	Yeast growth inh
Cc1ccc(C(=O)c2c[nH]c(C(=O)NCc3cccnc3)c2)cc1	27.8*	2.8	4.9	-0.1	-0.1	x	17.6

New compounds follow
SMILES	Measles CPE	PTEN del growth	Phagocytosis inh	GALR2 blocker	Yeast lifespan up	HCT116 bCat-KO	NPY-Y2 antag	MRP-1 activ	E-sel TNF inh	Yeast growth inh
Cc1ccc(Nc2nnc(C3C(=O)N(C)C4(C)CC3c3cc(Br)ccc3O4)s2)cc1 (centres undefined)	22.2	64.3	0.8	-14.8	2.3	70.6	-2.6	-3.7	x	-14.1
O=C(c1ccc2c3c(cccc13)C(=O)N(O)C2=O)N1CCCCC1	13.1	21.2	-0.6	-3.5	4.3	36.9	1.7	1.1	x	-73.3
CC1=Cc2ccccc2C(C#N)N1C(=O)c1ccccc1 (centres undefined)	6.6	13.8	1.3	-0.7	14.4	12.9	-0.7	-4.8	x	5.6
O=c1c2ccccc2nc(SCc2cccc(F)c2)n1-c1cccc(S(=O)(=O)N2CCCC2)c1	7.7	75.7	-1.9	-12.2	8.0	84.7	6.5	-0.9	23.6	-32.5
O=[N+]([O-])c1cccc(-c2nnc3c4ccccc4c4ccccc4n23)c1	8.8	83.9	1.2	9.9	-2.5	83.8	1.3	-3.4	-16.5	-16.7
CC(=O)Oc1ccc(/C=N/NC(=S)Nc2ccccc2)cc1	30.6	94.3	-2.2	14.7	-4.1	101.9	-0.1	-2.5	18.6	-31.5
CC1CC(N(C(=O)C2CC2)c2ccccc2)c2ccccc2N1C(=O)C1CC1 (centres undefined)	5.4	86.1	-0.7	-11.0	-0.3	83.8	6.0	-1.0	-0.1	-2.8

Source: PubChem BioAssay
